# FAK inh: FAK (human) kinase inhibition; biochemical FAK kinase activity assay; inhibition, %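 (tested at 7 µM)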; 97,000 compounds, 0.84% hits; AID 727; in the data active = inhibition above about 19%;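 also: 0% = DMSO and 100% = reference compound high control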
# cytoskel mod: alters cytoskeleton assembly in HUVEC cells | HUVEC TNFa F-actin phalloidin imaging, high content | inhibition, % at 2 µM | 91,000 compounds, 0.18% hits | AID 836;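 active = inhibition above the batch mean plus 3 SD and confirmed as a hit by visual image inspection, cut at about 30% in these data, passing the limit was not always enough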; also: strong numbers were not always called active
# VCAM1 TNFa inh: reduces TNF alpha induced VCAM1 expression in HUVEC; HUVEC TNFa-induced VCAM-1 immunofluorescence, high-content imaging; inhibition, % at 2 µM; 95,000 compounds, 0.48% hits;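 active = inhibition above the batch mean plus 3 SD, with images confirmed as a hit by eye, cut at about 37% in these data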;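 also: 0% = TNF-stimulated DMSO wells and 100% = unstimulated control wells; not every result past the cut was called active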
# PTPN22 inh 2: blocks human PTPN22 phosphatase activity. Q9Y2R2. recombinant LYP catalytic domain, DiFMUP fluorescence. inhibition, % at 2 µM. 96,000 compounds, 0.21% hits;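 active = inhibition at 2 µM at or above a set limit, the screen mean plus 3 SD, cut at about 24% in these data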;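 also: 0% = DMSO with enzyme and 100% = enzyme fully blocked by orthovanadate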
# PTK2B oligo ant: antagonists of human Pyk2 oligomerization; 99,000 compounds, 0.83% hits; Q14289; z-score (the deposit names both 25 µM and 10 µM); Q293 cells, Pyk2 FERM NanoBiT luminescence; active compounds read low; AID 1347419;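 active = Z-score of -3 or lower, scaled per plate to the spread of control and sample wells; inactive = z-score above -3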;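 also: negative z-score means lost luminescence so less FERM oligomerization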
# ERa SRC1 inh: ER-alpha (human) coactivator binding inhibition; AID 629; inhibition, % at 25.6 µM; 86,000 compounds, 1.7% hits; P03372; TR-FRET ER-alpha LBD / SRC-1 peptide, estradiol-bound; in the data active = inhibition above about 50%;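 also: 0% = receptor plus peptide control and 100% = peptide only without receptor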
# Target sequence (P03372 whole entry, looked up, the tested form may be a part): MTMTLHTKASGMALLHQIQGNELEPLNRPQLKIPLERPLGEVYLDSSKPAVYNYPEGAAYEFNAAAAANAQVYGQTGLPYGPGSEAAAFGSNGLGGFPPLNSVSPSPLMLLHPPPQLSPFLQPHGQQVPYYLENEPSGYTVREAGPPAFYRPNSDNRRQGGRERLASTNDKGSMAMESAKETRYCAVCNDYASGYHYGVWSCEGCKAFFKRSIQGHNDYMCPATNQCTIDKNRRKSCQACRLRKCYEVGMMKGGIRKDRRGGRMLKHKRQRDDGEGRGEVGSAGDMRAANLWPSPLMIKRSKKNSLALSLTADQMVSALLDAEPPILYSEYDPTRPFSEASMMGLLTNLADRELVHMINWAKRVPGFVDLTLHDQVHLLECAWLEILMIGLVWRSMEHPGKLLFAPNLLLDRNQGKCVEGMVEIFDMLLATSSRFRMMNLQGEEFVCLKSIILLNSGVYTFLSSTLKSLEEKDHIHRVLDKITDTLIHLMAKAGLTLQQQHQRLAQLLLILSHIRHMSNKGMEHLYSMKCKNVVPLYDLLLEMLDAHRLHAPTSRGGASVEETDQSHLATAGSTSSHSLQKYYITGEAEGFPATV
# TNFa cytotox: HUVEC cytotoxicity counter-screen, TNF alpha stimulated | cell count reduction, % at 2 µM | 93,000 compounds, 0.17% hits | AID 848 | HUVEC TNFalpha-stimulated, Hoechst cell count, imaging;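 active = cell count reduction exceeding the screen mean by over 5 SD, scaled to untreated wells per plate, cut at about 78% in these data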;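 also: cells counted after 24 h of TNF alpha exposure following the 1 h pretreatment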
# LYP act: increases human PTPN22 phosphatase activity | Q9Y2R2 | recombinant LYP, DiFMUP fluorescence; 0 = plate median, 100 = signal doubled | 96,000 compounds, 0.11% hits | AID 697 | activation, % at 2 µM;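 active = activation at 2 µM above a set limit, the mean plus 5 SD, cut at about 37% in these data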
# IL1B cytotox: HUVEC cytotoxicity counter-screen, IL-1B stimulated. AID 845. 94,000 compounds, 0.41% hits. HUVEC cell count loss, Hoechst imaging. cell count reduction, % at 2 µM;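 active = cell count reduction more than 3 SD above the screen-wide mean, cut at about 70% in these data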;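 also: normalized per plate to untreated control cells as the no-loss baseline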
# * hit, by the source's call; . = not tested or not shown; [ ] = dose if it differs, or a comment.
# Key to letters: A = FAK inh; B = cytoskel mod; C = VCAM1 TNFa inh; D = PTPN22 inh 2; E = PTK2B oligo ant; F = ERa SRC1 inh; G = TNFa cytotox; H = LYP act; I = IL1B cytotox
> O=c1cc(CO)oc(C(Nc2ccccn2)c2ccccc2F)c1O (configuration not stated)
  A: 5; B: -1; C: -3; D: 8; E: .; F: 29[fluorescence artefact?]; G: -19; H: -10; I: -15
> N#Cc1sc2nc3c(c(-c4cccnc4)c2c1N)CCC3
  A: 3; B: .; C: .; D: 7; E: -1.4; F: -4; G: .; H: -3; I: -14
> CCOC(=O)c1c(C)oc2ccc(NS(=O)(=O)c3ccc4c5c(cccc35)C(=O)N4)cc12
  A: 10; B: -24; C: 19; D: 5; E: -2.6; F: 67*[fluorescence artefact?]; G: -12; H: -8; I: -23
> Cc1ccc(C(=O)Oc2ccccc2C(=O)N2CCOCC2)cc1
  A: -1; B: -6; C: 3; D: -6; E: -0.54; F: 4; G: 11; H: 5; I: -15
> O=C(Nc1nc2ccccc2n1CCN1CCCC1)C1CCCCC1
  A: 9; B: 7; C: 5; D: 5; E: 0.09; F: -29; G: 17; H: -4; I: 0
> O=C(C/C=N/OCc1ccc(F)cc1Cl)c1cnc(-c2ccccc2)s1
  A: -3; B: 16; C: 3; D: 2; E: 0.23; F: .; G: -19; H: 2; I: -23
> CCOc1ccc2[nH]c(=O)c(CN(CCO)C(=O)c3ccc(Br)cc3)cc2c1
  A: 5; B: 31; C: 4; D: 7; E: -0.05; F: .; G: -6; H: -8; I: 0
> Cc1cc(C)n(-c2nnc(C)n2/N=C/c2ccccc2F)n1
  A: 4; B: 2; C: -9; D: -2; E: 0.55; F: 11; G: -22; H: -2; I: -60
> Cc1csc(NC(=O)CSc2nnc(-c3ccncc3)o2)n1
  A: 2; B: -18; C: -7; D: -2; E: 2; F: -2; G: 2; H: -3; I: -24
> CC(C)Nc1nc(NC(C)C)nc(N(C)C#N)n1
  A: -6; B: -5; C: -16; D: 5; E: 0.72; F: -15; G: -23; H: -1; I: -26
> O=C(CCn1c(=S)[nH]c2cc3c(cc2c1=O)OCO3)N1CCc2ccccc2C1
  A: 8; B: -9; C: 0; D: 1; E: .; F: 6; G: -9; H: -1; I: 9
> COc1cc(OC)cc(C(=O)NCCCN2CCOCC2)c1
  A: -2; B: -16; C: -1; D: 1; E: 1.4; F: -5; G: -25; H: 0; I: 15
> CCn1c(SCCC#N)nnc1-c1ccncc1
  A: 0; B: -10; C: 0; D: 0; E: 0.26; F: -27; G: -20; H: 2; I: 28
> Cc1ccccc1-n1c(=O)cc(N2CC(C)OC(C)C2)[nH]c1=O (configuration not stated)
  A: 2; B: 2; C: 6; D: 2; E: -0.27; F: 7[fluorescence artefact?]; G: -19; H: -2; I: 4
> O=C(NCCSc1ccccc1)c1ccco1
  A: -1; B: 20; C: .; D: 0; E: 0.96; F: -8; G: .; H: -1; I: 23
> CCOC(=O)c1c(NC(=O)CC2Nc3cc(C)c(C)cc3NC2=O)sc(C)c1C (configuration not stated)
  A: 2; B: -58; C: -1; D: 0; E: 0.75; F: .; G: -11; H: 6; I: -14
> O=S(=O)(c1ccc(Br)cc1)N1CCn2c(nc3ccccc32)C1
  A: -2; B: -2; C: -13; D: 6; E: .; F: 5; G: 3; H: -6; I: 2
> COC(=O)c1cc(-c2ccccc2)sc1NC(=O)CN1C(=O)c2ccccc2C1=O
  A: -1; B: 22; C: 10; D: 15; E: -2.1; F: .; G: -16; H: -13; I: -10
> CC1CN(Cc2nc3c(c(=O)n(C)c(=O)n3C)n2Cc2ccccc2)CC(C)O1 (configuration not stated)
  A: 3; B: -14; C: -1; D: 9; E: .; F: 16; G: 3; H: -11; I: -10
> CN(C)S(=O)(=O)N1CCN(c2ccc(Cl)cc2)CC1
  A: -3; B: -11; C: -5; D: -4; E: 1.1; F: 1[fluorescence artefact?]; G: -39; H: 1; I: -48
> CC(C(=O)Nc1ccc2nccnc2c1)N1C(=O)C2C3C=CC(C3)C2C1=O (configuration not stated)
  A: 1; B: 3; C: -3; D: 8; E: .; F: 30[fluorescence artefact?]; G: -6; H: -8; I: 15
> Cc1cccc(NC(=O)c2ccc(NS(=O)(=O)c3c(C)noc3C)cc2)c1
  A: -2; B: 9; C: 4; D: -4; E: -0.38; F: .; G: 0; H: 1; I: -15
> CCCc1[nH]nc2c1C(c1ccc(OC(=O)N3CCOCC3)cc1)C(C#N)=C(N)O2 (configuration not stated)
  A: 5; B: -8; C: -39; D: -4; E: 0.25; F: .; G: -34; H: 2; I: -26
> Cn1c(SCC(N)=O)nnc1-c1ccccc1
  A: 3; B: 27; C: 11; D: -4; E: 1.2; F: 0[fluorescence artefact?]; G: -25; H: 2; I: -19
> CCOc1ccc(-n2c(=O)cc(N3CCN(c4ccccc4)CC3)[nH]c2=O)cc1
  A: -3; B: 2; C: -9; D: 10; E: 0.77; F: -1; G: -1; H: -10; I: -4
> COc1cccc2c(=O)c(C(=O)O)c[nH]c12
  A: -2; B: 15; C: -5; D: 7; E: 0.62; F: .; G: -21; H: -8; I: -7
> COc1cccc(CSc2nnc(-c3ccco3)n2C)c1
  A: 4; B: 9; C: -12; D: 4; E: 0.18; F: -9; G: -36; H: -3; I: 12
> CCOc1ccc(Cl)cc1CNCCNCCO
  A: -4; B: 2; C: 9; D: 10; E: 0.85; F: .; G: 0; H: -6; I: -52
> CCCn1cc(C(CC(=O)O)C(=O)O)c2ccccc21 (configuration not stated)
  A: -5; B: 14; C: -5; D: 10; E: 0.02; F: 11[fluorescence artefact?]; G: -11; H: -11; I: 9
> CCCCCCn1c(C(C)O)nc2ccccc21 (configuration not stated)
  A: -10; B: 16; C: -15; D: 2; E: -0.19; F: 1[fluorescence artefact?]; G: -9; H: -2; I: -17

# Quoted from the entries so far, nine compounds:
# Key to letters: A = FAK inh; B = cytoskel mod; C = VCAM1 TNFa inh; D = PTPN22 inh 2; E = PTK2B oligo ant; F = ERa SRC1 inh; G = TNFa cytotox; H = LYP act; I = IL1B cytotox
> CC(C(=O)Nc1ccc2nccnc2c1)N1C(=O)C2C3C=CC(C3)C2C1=O (configuration not stated)
  A: 1; B: 3; C: -3; D: 8; E: .; F: 30[fluorescence artefact?]; G: -6; H: -8; I: 15
> Cc1cccc(NC(=O)c2ccc(NS(=O)(=O)c3c(C)noc3C)cc2)c1
  A: -2; B: 9; C: 4; D: -4; E: -0.38; F: .; G: 0; H: 1; I: -15
> CCCc1[nH]nc2c1C(c1ccc(OC(=O)N3CCOCC3)cc1)C(C#N)=C(N)O2 (configuration not stated)
  A: 5; B: -8; C: -39; D: -4; E: 0.25; F: .; G: -34; H: 2; I: -26
> Cn1c(SCC(N)=O)nnc1-c1ccccc1
  A: 3; B: 27; C: 11; D: -4; E: 1.2; F: 0[fluorescence artefact?]; G: -25; H: 2; I: -19
> CCOc1ccc(-n2c(=O)cc(N3CCN(c4ccccc4)CC3)[nH]c2=O)cc1
  A: -3; B: 2; C: -9; D: 10; E: 0.77; F: -1; G: -1; H: -10; I: -4
> COc1cccc2c(=O)c(C(=O)O)c[nH]c12
  A: -2; B: 15; C: -5; D: 7; E: 0.62; F: .; G: -21; H: -8; I: -7
> COc1cccc(CSc2nnc(-c3ccco3)n2C)c1
  A: 4; B: 9; C: -12; D: 4; E: 0.18; F: -9; G: -36; H: -3; I: 12
> CCOc1ccc(Cl)cc1CNCCNCCO
  A: -4; B: 2; C: 9; D: 10; E: 0.85; F: .; G: 0; H: -6; I: -52
> CCCn1cc(C(CC(=O)O)C(=O)O)c2ccccc21 (configuration not stated)
  A: -5; B: 14; C: -5; D: 10; E: 0.02; F: 11[fluorescence artefact?]; G: -11; H: -11; I: 9

# High-throughput results (PubChem BioAssay)

# Random draw from the library; about 3.8% have a hit in one of these screens.
